# Bioassay records as filed in PubChem.
# Ecoli viability – counter-screen for AddAB inhibitors: E. coli growth inhibition; E. coli V3065 growth, OD600 absorbance, 18 h; inhibition, % at 11.9 µM; 330,000 compounds, 0.27% hits;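 active = inhibition above the campaign's mean inhibition across all tested compounds plus 3 SD, cut at about 9.9% in these data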;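 note: uninfected addAB+ strain grown without phage in ampicillin broth; 0% = DMSO wells and 100% = ciprofloxacin 0.95 µg/ml wells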
# Tat transport – E. coli Tat transport inhibition | E. coli MC4100 TorA-mCherry Tat export, fluorescence | inhibition, % at 10 µM | 340,000 compounds, 0.036% hits | AID 488895;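 active = mean replicate inhibition at least 50% and at least half of replicates individually reaching 50%; inconclusive = only one of the two criteria met; inactive = neither criterion met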;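 note: exported cargo escapes ClpAP degradation while cytoplasmic cargo is degraded and loses fluorescence; 0% = median of neutral control wells and 100% = median of NaSCN control wells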
# AddAB inh – less growth of phage-infected E. coli with AddAB. E. coli expressing H. pylori AddAB, absorbance growth. inhibition, % at 11.9 µM. 330,000 compounds, 0.29% hits. AID 435030; in the data active = inhibition above about 12%;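 note: 0% = vehicle wells of infected cells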
# phage Ecoli inh – E. coli growth loss with phage present. 360,000 compounds, 0.26% hits. AID 651602. growth absorbance. inhibition, % at 11.9 µM; in the data active = inhibition above about 11%
# SR-BI DiI-HDL act – activators of SR-BI mediated HDL lipid uptake | CHO ldlA[mSR-BI] cells, DiI-HDL uptake fluorescence, 3 h; 100 = double the neutral-control signal | activation, % at 12.5 µM | 320,000 compounds, 0.096% hits;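 active = mean replicate activation of at least 60% and every replicate at or above 60%; inconclusive = mean or all-replicate condition met, but not both; inactive = mean below 60% and not all replicates reaching 60%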;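 note: 0% = median plate neutral-control signal and 100% = twice that signal; values of inactives mirror those of a sister screen read the other way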
#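 Assay system: CHO ldlA[mSR-BI] cells, LDL receptor-null, SR-BI overexpressing; medium: Ham's F12 with 0.5% BSA, HEPES 25 mM, pH 7.4; also added: DiI-HDL 10 µg/mL; timing: 3 h uptake period with compound, 37 °C; signal: DiI fluorescence, bottom read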
# MITF act – increases MITF-driven TRPM1 promoter luciferase signal. SK-MEL-5 TRPM1-promoter luciferase, 24 h; % of positive control, neutral wells = 0. activation, % at 12.5 µM. 300,000 compounds, 0.75% hits;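 active = mean activation of at least 80% with every replicate also reaching 80%; inconclusive = mean reaches 80% but some replicate falls short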;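 note: 0% = neutral control wells and 100% = parthenolide positive control wells; values of inactives mirror those of a sister screen read the other way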
# Wnt bcat act – Wnt/beta-catenin pathway activation; Wnt/beta-catenin reporter cell assay, activator, plate reader; 300,000 compounds, 1.2% hits; activation, % at 9.35 µM; in the data active = activation above about 30%, passing the limit was not always enough; inconclusive = no clear call, values can overlap the other calls;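 note: 0% = neutral control wells and 100% = positive control wells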
# CAL PDZ FP-1 – blocks peptide binding to human CAL PDZ domain; Q9HD26; purified CAL PDZ, TMR-peptide fluorescence polarization, 1 h; inhibition, % at 20 µM; 330,000 compounds, 0.02% hits; AID 504414;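 active = highest replicate inhibition of at least 40%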;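 note: plate controls were DMSO neutral control wells for no effect and unlabeled competitor peptide control wells for full effect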
#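 material = purified tagged CAL PDZ domain construct (CerCALP) | buffer or medium = sodium phosphate/NaCl buffer pH 7.4 with TCEP, IgG, Thesit | reagent = TMR-labelled reporter peptide T*-PRC34 bound in PDZ groove | incubation = 1 h room-temperature incubation prior to read | measured by = fluorescence polarization (mP) | evaluation = percent inhibition from loss of millipolarization | control set = unlabelled peptide and DMSO controls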
# SR-BI HDL uptake – mouse SR-BI HDL lipid transfer inhibition; 320,000 compounds, 0.96% hits; AID 488896; ldlA[mSR-BI] CHO cells, DiI-HDL uptake fluorescence, 3 h; Q61009; inhibition, % at 12.5 µM;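 active = mean replicate inhibition of at least 70% and a set share of replicates each scoring 70 or more; inconclusive = meets just one of the two criteria; inactive = fails both criteria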;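 note: 0% = median of neutral control wells and 100% = median of positive control wells; values of inactives mirror those of a sister screen read the other way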
# Target sequence (Q61009 whole entry, looked up): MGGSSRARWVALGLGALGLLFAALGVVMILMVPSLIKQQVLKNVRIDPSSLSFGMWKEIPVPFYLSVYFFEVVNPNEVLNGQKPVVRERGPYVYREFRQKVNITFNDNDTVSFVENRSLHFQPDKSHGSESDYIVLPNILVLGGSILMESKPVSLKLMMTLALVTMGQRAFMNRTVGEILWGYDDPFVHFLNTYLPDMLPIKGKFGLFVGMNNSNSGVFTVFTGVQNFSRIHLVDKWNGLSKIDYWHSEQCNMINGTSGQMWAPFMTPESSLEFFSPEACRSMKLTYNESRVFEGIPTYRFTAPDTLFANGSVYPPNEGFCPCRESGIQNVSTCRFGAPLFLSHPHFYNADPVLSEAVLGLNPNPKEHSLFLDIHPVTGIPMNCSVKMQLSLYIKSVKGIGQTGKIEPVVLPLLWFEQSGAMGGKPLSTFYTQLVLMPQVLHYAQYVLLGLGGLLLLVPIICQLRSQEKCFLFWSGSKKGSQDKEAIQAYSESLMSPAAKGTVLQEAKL
# CAL PDZ FP-2 – blocks peptide binding to the human CAL PDZ domain. purified CAL PDZ, TMR-peptide fluorescence polarization, 1 h. inhibition, % at 24.9 µM. 300,000 compounds, 0.92% hits. AID 602252;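 active = mean inhibition of at least 30% with at least half of replicates also reaching 30%; inconclusive = no clear call, values can overlap the other calls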;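 note: 0% = DMSO neutral control and 100% = excess unlabeled competitor peptide PRC23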
# Active calls of the source: *; ? = inconclusive; · = not tested or not shown.
SMILES,Ecoli viability,Tat transport,AddAB inh,phage Ecoli inh,SR-BI DiI-HDL act,MITF act,Wnt bcat act,CAL PDZ FP-1,SR-BI HDL uptake,CAL PDZ FP-2
O=C(c1cc(C2CC2)nc2ccc(Br)cc12)N1N=C(C(F)F)CC1(O)C(F)F (stereo not drawn),1.3,1,4.0,2.5,-21,·,-11,-0.7,21,0
COc1ccccc1CC(=O)N1CCN(c2cccc(C(F)(F)F)c2)CC1,-0.1,2,0.8,0.6,-17,3,-11,-2.7,17,-2
O=[N+]([O-])c1cc(S(=O)(=O)N2CCCC2)ccc1N/N=C/c1ccncc1,0.6,0,4.0,0.2,-10,-11,1,0.5,10,-1
Cc1ccc(S(=O)(=O)NCCC(=O)NCC(c2cccs2)N(C)C)cc1 (stereo not drawn),0.5,-2,-0.6,1.7,21,2,-3,0.2,-21,-1
Cn1nnnc1SCCNCc1ccccc1OCc1ccc(Cl)cc1,-0.2,-8,2.6,6.7,-29,1,-5,-0.8,29,-3
O=C(CSCC(=O)Nc1ccc2ccccc2c1)NCc1ccccc1,-0.5,-4,0.3,4.2,21,-4,-3,-2.1,-21,-2
COc1ccc(N(C)C(=O)Cc2c(C(=O)O)[nH]c3ccccc23)c(OC)c1,0.1,-13,1.1,1.8,6,-6,1,0.7,-6,-3
COc1ccc2[nH]c(C)c(CCN(Cc3cccs3)C(=S)Nc3ccccc3)c2c1,-2.3,3,-2.1,1.0,-9,-5,1,-0.2,9,·
COCCNC(=S)Nc1ccccn1,2.0,19,2.1,1.5,0,-3,0,0.6,0,·
CN(c1ccc(C(=O)NCc2ccncc2)cc1)S(C)(=O)=O,-1.4,-7,2.1,0.3,27,-2,-2,-0.1,-27,5
Cc1cc(C(F)F)n2nc(C(=O)O)nc2n1,-2.7,-1,2.4,0.3,29,·,1,0.1,-29,-4
CC(C)[C@@H](C(=O)N[C@@H](C(=O)O)c1ccccc1)N1C(=O)N2CCc3c([nH]c4ccccc34)[C@@]2(C)C1=O,0.8,5,1.0,1.4,13,2,-2,0.0,-13,2
CC(C)(C)NC(=O)Cn1nnc(-c2ccccc2NC(=O)c2cnccn2)n1,0.1,-4,0.8,2.0,-7,5,-3,-1.1,7,-1
CC(C)N(CCc1ccncc1)C(=O)Nc1ccc(Cl)c(Cl)c1,-1.2,4,-0.2,4.0,3,10,-6,-1.7,-3,·
CC1CC(C)CN(C(=O)C(Cc2ccccc2)NC(=O)c2ccccc2)C1 (stereo not drawn),-0.4,-2,2.1,2.9,15,1,17,-0.1,-15,-1
Cc1ccc(CO/N=C/c2c(O)cc(C)oc2=O)cc1,-3.5,1,-0.5,3.2,8,-11,1,-0.1,-8,·
NC1=NC(=Nc2ccc(Cl)cc2)c2ccccc21,-2.5,-2,1.4,3.1,10,-12,14,-2.4,-10,-3
Nc1nsc2ccccc12,2.1,16,4.8,3.1,21,-24,5,-2.2,-21,-2
O=c1nc2ccccn2c2ccc(S(=O)(=O)N3CCCCC3)cc12,-1.5,-2,2.1,2.5,-9,-3,0,-1.2,9,7
CC(C)c1nnc(NC(=O)c2nc(S(=O)(=O)Cc3ccccc3)ncc2Cl)s1,3.4,-2,3.7,1.3,34,-84,-13,-1.6,-34,-1
N#Cc1c[nH]n2c(=O)c3c(nc12)CCC3,0.5,-6,2.5,1.8,15,0,-5,-0.6,-15,2
Cc1cc(N2CCN(Cc3nc(-c4ccc(F)cc4)oc3C)CC2)cc(C)n1,-0.6,-6,0.8,4.6,-9,-13,-7,-3.2,9,0
CCNC(=S)NNC(=O)Cc1ccccc1,0.0,14,2.1,2.8,11,-7,1,·,-11,1
C=CCn1sc(=N)c(C#N)c1N,-0.2,-8,2.7,2.1,14,3,·,-1.1,-14,-1
CCOc1ccc(C(=O)Nc2ccc(CN3CCOCC3)cc2)cc1Cl,·,-5,·,3.2,-25,·,0,-0.6,25,5
CC(C)c1nc(SCc2c(F)cccc2Cl)c2c(=O)n(C)c(=O)n(C)c2n1,1.1,3,1.7,·,-2,20,·,0.6,2,0
COC(=O)C1CCN(C(=O)N2CCOCC2)CC1,-2.0,0,1.5,1.4,3,9,2,-1.5,-3,-1
Cc1ccccc1CC1(CO)CCCN(C(=O)c2ccccc2N(C)C)C1 (stereo not drawn),1.6,-2,0.0,4.2,6,5,-1,0.2,-6,-3
COc1cc(C(=O)OCC(C)=O)c([N+](=O)[O-])cc1OC,0.9,-7,1.5,0.9,2,-1,0,0.2,-2,-3
O=C(CN1C(=O)S/C(=C\c2cccs2)C1=O)Nc1ccc(O)cc1C(=O)O,0.4,-4,-0.8,0.5,3,5,-2,-3.0,-3,1
CC1CCN(CC(=O)c2cccs2)CC1,2.8,-1,2.9,0.7,17,14,2,-0.2,-17,-3
COc1cc2cc(CCOC(=O)c3ccc(C#N)cc3)oc(=O)c2cc1OC,-0.4,14,-1.3,3.6,·,-3,-2,-1.2,·,-1
Cc1ccc(S(=O)(=O)NCC(=O)OCC(=O)N2CC(C)OC(C)C2)cc1 (stereo not drawn),-0.2,-10,1.2,2.3,50,-7,-3,0.2,-50,0
CSc1ccccc1OCc1cc(C(=O)NC(C)Cn2cncn2)no1 (stereo not drawn),0.7,8,2.7,1.8,-26,30,3,0.3,26,-2
COc1ccc(S(=O)(=O)NNC(=O)c2cc3cc4ccccc4nc3s2)cc1,-0.5,0,4.3,2.9,-11,·,·,-4.4,11,0
Cn1cc(/C=N/NC(=O)c2ccc(C#N)cc2F)c2ccccc21,-0.4,-1,0.3,4.3,-28,-5,0,-3.1,28,11
Cc1ccc(O)c(C(CC(=O)NC(C)C)c2ccccc2)c1 (stereo not drawn),0.2,2,0.0,0.9,7,3,-1,-3.5,-7,-9
COc1ccc(OC)c(NC(=O)Cn2cc(C#N)c3ccccc32)c1,-0.4,-3,1.6,0.8,·,-12,1,0.1,·,-2
O=C(Nc1cccc2ncccc12)c1ccc([N+](=O)[O-])o1,7.0,-16,12,3.0,23,-45,-3,-1.5,-23,-3
CC(C)C[C@H](NC(=O)Nc1cccc(C(F)(F)F)c1)C(=O)O,3.0,-2,0.8,1.8,27,-5,·,-2.3,-27,-3
NC(=O)COC(=O)CCCc1c[nH]c2ccccc12,4.2,-1,3.2,1.3,4,-9,·,·,-4,-2
COc1ccc(OC)c(NC(=O)C(=O)NNC(=O)c2cccs2)c1,-2.1,-10,-3.5,1.5,-12,-3,·,-0.3,12,-3
Cc1onc(-c2ccccc2)c1C(=O)Nc1ccc(S(=O)(=O)N2CCCCC2)cc1,3.5,13,7.6,3.0,-8,8,-5,0.2,8,-4
CC(=O)c1cccc(NC(=O)N2C3CCC2CC(O)(c2cccnc2)C3)c1 (stereo not drawn),0.1,-12,2.7,-0.3,9,·,·,-1.0,-9,·
O=C(Nc1nccs1)c1ccc(Br)cc1,-1.3,1,-0.8,3.5,-4,?,12,-1.0,4,·
COC(=O)c1ccccc1NC(=S)NC(NC(=O)c1ccco1)C(Cl)(Cl)Cl (stereo not drawn),-0.2,11,1.9,·,-9,-1,-2,-2.9,9,-3
O=C(O)c1ccc(Nc2nc(-c3cccnc3)cs2)cc1O,1.0,1,4.3,0.1,7,·,-1,-0.7,-7,-2
CC(C)(C)NS(=O)(=O)c1ccc(CCC(=O)NCc2ccco2)cc1,0.0,-11,2.0,4.8,-1,·,·,·,1,-2
O=[N+]([O-])c1ccc(-c2cn3c(n2)CCC3)cc1,-1.8,-2,0.9,5.6,-13,·,23,0.3,13,·
CCCCC(=O)NCCc1ccc(OC)cc1,-0.1,-7,2.6,1.4,21,-3,0,-0.4,-21,1

# Continuation.
SMILES,Ecoli viability,Tat transport,AddAB inh,phage Ecoli inh,SR-BI DiI-HDL act,MITF act,Wnt bcat act,CAL PDZ FP-1,SR-BI HDL uptake,CAL PDZ FP-2
O=C(CN1CCN(Cc2ccccc2)CC1)Nc1ccc(Cl)cc1,1.1,-3,-0.4,1.0,0,6,-1,0.7,0,7
Cn1ccnc1SCC(=O)Nc1ccc2c(c1)COC2=O,-1.0,-7,4.2,1.1,-12,36,17,-0.6,12,2
CCS(=O)(=O)N1CCN(c2ccc(S(=O)(=O)N3CCOCC3)cc2)CC1,-1.3,-7,3.1,1.6,5,-3,-1,-0.9,-5,-8
O=C(Oc1cccc(Nc2ncnc3ccccc23)c1)c1ccccc1Cl,3.5,26,2.7,2.0,11,1,8,-2.8,-11,-4
COc1cccc(/C=N/NC(=O)CNC(=O)c2ccc3c(c2)OCCO3)c1O,-1.0,0,-3.0,-0.3,13,-20,3,-2.9,-13,-5
C(=N\N1CCOCC1)/c1ccsc1,0.3,1,-0.4,2.1,-3,-3,-1,-1.5,3,-1
C[C@H]1CN([C@@H](C)CO)C(=O)c2cccc(NC(=O)C3CC3)c2O[C@H]1CN(C)Cc1ccc(C(F)(F)F)cc1,-0.6,-4,2.9,1.7,14,1,-5,-1.2,-14,-1
O=C(/C=C\c1ccco1)Nc1nc(-c2ccc3ccccc3c2)cs1,0.3,-3,0.3,2.0,-15,3,18,-1.5,15,-1
Cn1c(N)c(C(=O)COC(=O)c2ccc(OC(F)F)cc2)c(=O)n(C)c1=O,1.4,1,2.4,1.4,-9,9,0,-1.7,9,2
O=C(CSc1nnnn1-c1ccccc1)N1CCN(C(=O)c2ccco2)CC1,-1.8,13,0.1,1.8,16,-3,·,·,-16,-2
COc1nc(N/N=C/c2ccc(C)cc2)nc(N2CCCCC2)n1,-1.3,7,1.1,3.0,-3,25,1,-2.0,3,-3
O=C(O)/C=C/C(=O)Nc1ccc(OC(F)(F)Cl)cc1,-2.8,-2,0.5,5.9,16,4,0,-1.4,-16,1
COc1ccc(N2CCN(C(=O)CCc3c[nH]c4ccccc34)CC2)cc1,-4.6,13,-1.4,2.6,0,4,-8,·,0,0
c1ccc2cc(CNCc3cccc4ccccc34)ccc2c1,1.3,-7,0.8,2.8,1,2,9,-0.3,-1,-3
Nc1ccc(S(=O)(=O)Nc2ncccn2)cc1,1.1,-2,1.8,11*,0,-5,-1,-0.4,0,1
COc1cccc(/C=N/NC(=O)C(=O)Nc2ccccc2OC(F)(F)C(F)F)c1,-2.7,2,-0.7,-1.2,2,5,-6,0.1,-2,-5
CCCCOc1c(Br)cc(CNCCCN2CCOCC2)cc1OC,-1.6,8,2.4,-2.2,34,13,-1,·,-34,·
O=C(O)COc1ccc(-c2nccc(-c3ccccn3)n2)cc1,-0.4,0,0.0,3.0,8,-42,0,-0.1,-8,0
O=C(CSc1nc2ccc(Cl)cc2[nH]1)NC1CCCc2ccccc21 (stereo not drawn),-1.0,-6,1.7,2.8,14,-13,-4,-3.7,-14,-7
